Compound activity deposited in PubChem by Johns Hopkins Ion Channel Center.
KCNQ2 block: KCNQ2 potassium channel inhibitors, primary screen, cell-based, CHO-K1, FluxOR thallium flux, B-score (AID 2156); Potassium voltage-gated channel subfamily KQT member 2 (Rattus norvegicus), O88943; 20 min; active compounds read low; actives 1.1% (n = 310,000); B-score at 10 µM;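 active = fluorescence ratio B-score at most minus 3 library SDs, with starting brightness B-score within 2 library SDs, cut at about -5.5 in these data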
Target sequence (O88943 whole entry, looked up): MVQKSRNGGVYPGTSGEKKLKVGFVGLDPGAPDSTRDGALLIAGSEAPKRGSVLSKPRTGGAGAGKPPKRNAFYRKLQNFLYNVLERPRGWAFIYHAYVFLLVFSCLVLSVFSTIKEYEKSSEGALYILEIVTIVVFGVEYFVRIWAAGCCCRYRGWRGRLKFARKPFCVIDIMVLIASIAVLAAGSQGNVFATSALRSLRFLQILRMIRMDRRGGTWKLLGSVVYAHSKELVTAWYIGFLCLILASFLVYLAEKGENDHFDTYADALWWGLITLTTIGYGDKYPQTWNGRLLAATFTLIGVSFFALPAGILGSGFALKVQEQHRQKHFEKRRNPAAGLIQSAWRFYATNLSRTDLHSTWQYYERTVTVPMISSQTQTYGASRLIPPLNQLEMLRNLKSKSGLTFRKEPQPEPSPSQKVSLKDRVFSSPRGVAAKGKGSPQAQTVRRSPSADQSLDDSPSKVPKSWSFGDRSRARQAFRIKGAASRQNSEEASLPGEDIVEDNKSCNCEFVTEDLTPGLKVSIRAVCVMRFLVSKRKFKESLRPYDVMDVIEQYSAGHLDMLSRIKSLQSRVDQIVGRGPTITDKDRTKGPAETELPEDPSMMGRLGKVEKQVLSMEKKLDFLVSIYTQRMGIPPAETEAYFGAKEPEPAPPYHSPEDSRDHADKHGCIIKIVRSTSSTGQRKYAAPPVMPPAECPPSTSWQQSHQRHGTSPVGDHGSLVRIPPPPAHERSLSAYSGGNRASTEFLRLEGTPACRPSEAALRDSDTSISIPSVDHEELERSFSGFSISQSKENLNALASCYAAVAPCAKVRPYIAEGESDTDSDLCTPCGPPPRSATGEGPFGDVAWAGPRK
Kir21 block: inhibitors of mouse Kir2.1 inward-rectifier potassium channel | AID 1672, 2009 | Inward rectifier potassium channel 2 (Mus musculus), P35561 | HEK293-Kir2.1, FluxOR thallium flux fluorescence; active compounds read low | actives 0.85% (n = 310,000) | B-score at 10 µM;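 active = fluorescence ratio B-score at or below minus 3 SD of library scores, with starting-brightness B-score within 2 SD, cut at about -4.2 in these data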;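 note: channel flux triggered by added potassium and thallium sulfate stimulus; B-score of peak minus minimum fluorescence over baseline after thallium stimulus; more negative B-score means stronger Kir2.1 block with less thallium influx; some compounds called inactive have numbers as strong as hits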
An asterisk follows results filed as active; i = inactive.

SMILES	KCNQ2 block	Kir21 block
COc1ccc(CNC(=O)CN2CCC(NC(=O)c3ccccc3C)CC2)cc1	i	0.01
Cc1cnn(-c2ccc3nnc(-c4ccc(Cl)cc4)n3n2)c1	i	-0.73
CCC(=O)Nc1cccc(NC(=S)NC(=O)c2ccccc2C)c1	i	1.86
Cc1ccc(C(=O)N2CCC(C)CC2)cc1NC1=NC2CS(=O)(=O)CC2S1 (stereo unspecified)	i	-1.45
Cc1ncoc1C(=O)Nc1ccc2c(c1)OCCO2	i	0.13
CCOC(=O)C1CCN(C(=O)C2CCN(S(=O)(=O)c3c(C)noc3C)CC2)CC1	i	2.49
Cc1ccc(C(=O)N2CCc3ccccc32)o1	i	-2.11
COc1ccc(S(=O)(=O)NCc2ccco2)cc1N(C)S(=O)(=O)c1ccccc1	i	-4.04
C#CCNC(=O)C1=C[C@@H](C2CCCCC2)C[C@@H](OCCCCO)O1	i	-1.67
Clc1cccc(/C(Cc2nc3ccccc3[nH]2)=N\Nc2ccccc2)c1	i	0.7
COc1ccc(Nc2nc(-c3sc(N)nc3C)cs2)cc1	i	0.21
CN(C)c1ccc(S(=O)(=O)N2CCCCC2)cc1NC(=O)CN1C(=O)NC2(CCCC2)C1=O	i	0.21
CCOP(=O)(OCC)C(NC(=O)Nc1ccc(Cl)cc1)c1ccccc1 (stereo unspecified)	i	0
COc1ccc(NC(=O)Nc2ccc(F)cc2F)c(C)c1	i	-0.72
C/C(=N\NC(=O)c1ccc(NS(=O)(=O)c2cccs2)cc1)c1ccc2ccccc2c1	i	1.02
COc1ccccc1-c1nc(C#N)c(N2CCN(C(c3ccccc3)c3ccccc3)CC2)o1	i	0.16
CN1C(=O)[C@H]2[C@@H](/C=C/c3ccccc3)N3C(=O)CN(Cc4ccccn4)C(=O)[C@@]3(C)[C@H]2C1=O	i	0.86
CCn1c(SCC(=O)Nc2cc(C(C)(C)C)nn2-c2ccccc2)nnc1-c1cccs1	i	-0.08
Cc1ccc2c(CN(C)Cc3ccc(Cl)cc3Cl)cc(=O)oc2c1	i	0.1
Nc1cc(S(=O)(=O)c2ccc(O)c(N)c2)ccc1O	i	-1.39
COc1ccc(-c2nn(-c3ccccc3)cc2C(=O)N2CCN(S(=O)(=O)c3ccccc3C#N)CC2)cc1	i	-0.25
C=C1CCN([C@@H](CC(C)C)C(=O)NCc2ccc(OC)cc2)S(=O)(=O)c2ccccc21	i	-1.6
CC(Oc1ccc(Br)cc1)C(=O)Nc1ccncc1 (stereo unspecified)	i	-0.92
O=C(O)CCC(=O)Nc1ccc(C(=O)N2CCCCC2)cc1	i	0.44
O=C1C(=O)N(c2nccs2)C(c2ccccc2)/C1=C(\O)c1ccc2c(c1)OCCO2 (stereo unspecified)	i	-0.15
Cc1ccc(N=C(N)N=C(N)N)c(C)c1	i	-0.22
CNC(=O)NNC(=O)c1csc(Cc2c(Cl)sc3ccc(Cl)cc23)n1	i	-1.34
COC(=O)c1ccc(NC(=O)C2CCCN2S(=O)(=O)c2ccc(OC)cc2)cc1 (stereo unspecified)	i	-0.11
O=C(N=C1SC2CS(=O)(=O)CC2N1c1cccc(Cl)c1Cl)C1CCCO1 (stereo unspecified)	i	1.29
Cc1ccc(C)c(N(C(=O)Cc2cccs2)C(C(=O)NC2CCCC2)c2ccc(C)o2)c1 (stereo unspecified)	i	0.15
COc1ccccc1CNC(=O)CC12CC3CC(CC(Br)(C3)C1)C2	i	-1.09
Cc1ccccc1C(=O)Nc1ccc(S(=O)(=O)N2CC(C)OC(C)C2)cc1 (stereo unspecified)	i	-0.55
CCN(CC)C(=O)c1sc(NC(=O)c2ccco2)c(C#N)c1C	i	1.91
O=C(NN1C(=O)/C(=C/c2ccc(O)c(O)c2)SC1=S)c1ccccc1	i	-0.45
CC1CCCCN1C(=O)COC(=O)C1CCN(S(=O)(=O)c2ccc3c(c2)OCCO3)CC1 (stereo unspecified)	i	0.26
O=C1OCCC1Sc1nnnn1-c1ccc(Cl)cc1 (stereo unspecified)	i	-0.96
CCOc1ncccc1C(=O)Oc1ccc2c(c1)OCO2	i	-0.08
O=[N+]([O-])c1cccnc1Oc1ccc(OCc2ccccc2)cc1	i	0
O=C(c1ccc(-c2ccc(Cl)cc2)o1)N1CCN(c2ccc([N+](=O)[O-])cc2Cl)CC1	i	0.23
O=C(c1ccc(Cl)s1)N(Cc1nnc(-c2ccccc2Cl)o1)C1CC1	i	1.76
COc1cc(/C=N/NC(=O)CN(CCc2ccccc2)S(=O)(=O)c2ccc(NC(C)=O)cc2)cc(OC)c1OC	i	-1.94
O=C(Nc1cccc2ncccc12)c1cc([N+](=O)[O-])ccc1Cl	i	0.81
Cc1noc(C)c1CSc1nc2ccccc2c(=O)n1-c1ccc(F)cc1F	-7.26*	-0.55
Cc1ccc(NC(=S)N(CCN(C)C)Cc2cccs2)cc1C	i	-2.32
CCN(CCCNC(=O)c1c(C)cc(=O)oc1C)c1cccc(C)c1	i	-4.08
CCOc1ccccc1CNC(=O)CCc1cn(C)c2ccccc12	i	-1.69
CCCCn1c(N)c(N(CCOC)C(=O)c2cccc(S(=O)(=O)N3CCCCC3)c2)c(=O)[nH]c1=O	i	0.02
NC(=O)NC(=O)COC(=O)c1ccc(OC(F)(F)F)cc1	i	0.05
O=C(Nc1ccc(Cc2ccncc2)cc1)c1cccs1	i	-2
COCCNC(=O)CN1N=C(c2ccc(OC)cc2)CCC1=O	i	0.54
COc1ccc(C(=O)N/N=C\c2coc3ccccc3c2=O)cc1	i	-1.2
O=C(NN1CCOCC1)c1ccc(Br)s1	i	0.49
COc1ccc(CNC(=O)C2CCN(S(=O)(=O)c3ccc4c(c3)C(C)(C)C(=O)N4C)CC2)cc1	i	1.05
COc1ccccc1NC(=O)CN(C)S(=O)(=O)c1cccc2cccnc12	i	0.21
CCCCCCNC(=O)c1cc(S(=O)(=O)N2CCc3ccccc32)ccc1F	i	-0.53
Cc1ccc(NC(=O)CSc2nnc(-c3cc(C)[nH]n3)n2N)c(C)c1	i	-1.12
CC(Oc1ccc2c(-c3ccccc3)cc(=O)oc2c1)C(=O)NCC(O)c1ccccc1 (stereo unspecified)	i	0.7
CC(C)C(NC(=O)c1ccccc1F)C(=O)NCc1ccccc1 (stereo unspecified)	i	-0.88
Cc1sc2nc(SCCO)n(-c3ccccc3)c(=O)c2c1C	i	0.05
COc1ccc(CC(=O)Oc2cc(C)ccc2C)cc1	i	-0.35
Next part.
SMILES	KCNQ2 block	Kir21 block
CCOC(=O)C1=C(C)Nc2ncnn2C1c1cc(Br)ccc1F (stereo unspecified)	i	0.58
Cc1cc(NS(=O)(=O)c2ccc(NC(=O)C(C(C)C)N3C(=O)c4ccccc4C3=O)cc2)nc(C)n1 (stereo unspecified)	i	-0.1
CCOc1ccc(C(=S)NC2CCCCC2)cc1OC	i	-0.17
Fc1ccccc1COc1ccc(/C=N/NC(=S)NCc2ccccc2)cc1	i	0.3
COc1ccc(CCNC(=O)C2CCN(S(=O)(=O)c3ccc(C)cc3)CC2)cc1	i	-0.68
Cc1ccc(S(=O)(=O)N(CC(=O)N2CCOCC2)CC(=O)N2CCOCC2)cc1	i	-0.1
O=C(C1CCN(S(=O)(=O)c2cccc3nsnc23)CC1)N1CC=C(c2ccccc2)CC1	i	-0.75
Cc1ccc(-n2c(N)cc(=O)nc2SCC(=O)N2CCN(c3ccccc3)CC2)cc1	i	0.77
O=C1c2cccc3cc([N+](=O)[O-])cc(c23)C(=O)N1/N=C/c1ccc(O)cc1O	i	0.63
O=C(CN1CCCCCC1)Nc1ccccc1F	i	0.1
O=[N+]([O-])c1cccc(S(=O)(=O)N2CCCCC2)c1	i	-0.02
CCOC(=O)N1CCN(c2nc3ccccc3n3cnnc23)CC1	i	-1.8
C/C(=N\NC(=S)NCc1ccccc1)c1ccc(C#N)cc1	i	1.34
COc1ccccc1NC(=O)CC1C(=O)NCCN1C(=O)Nc1ccc(Cl)c(Cl)c1 (stereo unspecified)	i	-2.29
CN(CC(=O)Nc1ccc(F)cc1)C(=O)COC(=O)/C=C/c1cccs1	i	-0.69
COc1cc(C)ccc1OCCCOc1c(Cl)cccc1Cl	i	-0.91
CCCCN(CC(=O)NC1CCCC1)C(=O)C(=O)Nc1ccc2c(c1)OCCO2	i	1.09
CN1CCCC1=Nc1c2c(nc3ccccc13)N(C)CC2	i	-2.53
O=C(COC(=O)Cc1cccc(C(F)(F)F)c1)Nc1ccc2[nH]c(=O)[nH]c2c1	i	-0.09
COc1c2occc2c(OC)c2c(=O)cc(C)oc12	i	-0.78
COc1ccc(CCNCC(=O)N2C(C)CCCC2C)cc1OC (stereo unspecified)	i	-1.06
Cn1c(S(=O)(=O)Cc2ccc(Cl)cc2)nc2ccccc21	i	-0.73
O=S(=O)(Nc1nc2c(s1)CCCC2)c1ccc(F)cc1	i	-0.18
COc1ccc(C(=O)Nc2ccc(NC(=O)C3CC3)cn2)cc1	i	-0.39
CC(NC(=O)Cc1ccc(NS(=O)(=O)c2cccc(C(F)(F)F)c2)cc1)c1ccccn1 (stereo unspecified)	i	1.87
O=C(NCc1ccccc1)Nc1cccn(Cc2ccccc2)c1=O	i	1.36
CCOC(=O)C1=C(C)NC(c2cccs2)C(=O)N1 (stereo unspecified)	i	0.03
CCCOc1ccc(C(=O)N2CCN(c3ccc(NC(=O)CC)cc3Cl)CC2)cc1	i	1.9
CCn1c(CN2CCN(c3ccc(OC)cc3)CC2)nc2cc(S(=O)(=O)N(C)C)ccc21	i	0.78
Cc1ccc(CNC(=O)NC2CCCCC2)cc1	i	0.64
CC(C#N)Sc1nnc(-c2ccccc2F)n1C1CC1 (stereo unspecified)	i	1.81
CCOc1ccc(Nc2nc(NCC3CCCO3)c3ccccc3n2)cc1 (stereo unspecified)	-6.71*	-7.14*
Cn1cnc2cc(NC(=O)c3ccc(Cl)cc3)ccc21	i	1.5
CCOCCCNC(=O)c1ccc2c(c1)ncn2-c1cccc(C)c1	i	-0.59
COCCN1Cc2cc3cc(C)ccc3nc2SC1=Nc1cccc(OC)c1	i	-0.62
O=C(CSc1nnc(NC(=O)c2ccco2)s1)NC1CCCC1	i	-0.02
CN(C)C(=O)c1nc2ccc(Cl)cn2c1CNCc1ccccc1OC(F)(F)F	i	0.41
O=C(NCc1ccc2c(c1)OCO2)C1CCN(S(=O)(=O)N2CCOCC2)CC1	i	0.04
CC(C)NC(=O)c1ccccc1NC(=O)C1COc2ccccc2O1 (stereo unspecified)	i	-1.32
CC(/C=N/NC(=O)Cc1cccs1)=C\c1ccccc1	i	-0.36
COc1ccc(OCc2nn[nH]n2)cc1	i	0.45
CC(C)NC(=O)Cc1ccc(Br)cc1	i	-0.92
O=C(c1ccccc1)N1CCC(c2nc3c(nnn3Cc3ccco3)c(=O)[nH]2)CC1	i	0.34
C/C=C/C(=O)N1CC2(CC(c3cccc(NC(=O)CC(c4ccccc4)c4ccccc4)c3)=NO2)C[C@H]1C(N)=O (stereo partly specified)	i	1.02
CCCc1c(O)nc(SCC(=O)O)[nH]c1=O	i	-1.15
COc1ccc(S(=O)(=O)Nc2c(C(=O)O)[nH]c3ccccc23)c(OC)c1	i	2.35
O=C(NNC(=S)Nc1ccccc1)NNC(=S)Nc1ccccc1	i	0.12
COc1ccc2nc(NC(=O)C3CCN(C(=O)c4ccco4)CC3)sc2c1	i	-0.16
Cc1cc(NC(=O)CN2C(=O)CC(c3ccco3)Sc3ccccc32)no1 (stereo unspecified)	i	1.95
CC(C)c1cc(C(C)C)c(S(=O)(=O)N2c3ccccc3[C@@]3(Br)C[C@H]4C(=O)N[C@@H](Cc5ccccc5)C(=O)N4[C@@H]23)c(C(C)C)c1	i	0.04
CCN(C(=O)c1ccco1)C1C2CC3CC(C2)CC1C3 (stereo unspecified)	i	-2.35
Cc1onc(-c2ccccc2)c1C(=O)N1CCCN2C(=O)c3ccccc3C21 (stereo unspecified)	i	-0.58
CCNc1nc(=S)nc(NCc2ccccc2)[nH]1	i	-0.88
Cc1ccccc1CNS(=O)(=O)c1c(C(=O)N2CCCCC2)c(C)n(C)c1C	i	-0.04
CCC(=O)c1c(NC)cc(C)oc1=O	i	2.49

Three entries out of the list above, ordered by their value in Kir21 block, high to low:
SMILES	KCNQ2 block	Kir21 block
CCC(=O)c1c(NC)cc(C)oc1=O	i	2.49
Cc1cc(NC(=O)CN2C(=O)CC(c3ccco3)Sc3ccccc32)no1 (stereo unspecified)	i	1.95
Cc1onc(-c2ccccc2)c1C(=O)N1CCCN2C(=O)c3ccccc3C21 (stereo unspecified)	i	-0.58

Structural class: the entries above with a thiophene ring, fused or not.
SMILES	KCNQ2 block	Kir21 block
C/C(=N\NC(=O)c1ccc(NS(=O)(=O)c2cccs2)cc1)c1ccc2ccccc2c1	i	1.02
CCn1c(SCC(=O)Nc2cc(C(C)(C)C)nn2-c2ccccc2)nnc1-c1cccs1	i	-0.08
CNC(=O)NNC(=O)c1csc(Cc2c(Cl)sc3ccc(Cl)cc23)n1	i	-1.34
Cc1ccc(C)c(N(C(=O)Cc2cccs2)C(C(=O)NC2CCCC2)c2ccc(C)o2)c1 (stereo unspecified)	i	0.15
CCN(CC)C(=O)c1sc(NC(=O)c2ccco2)c(C#N)c1C	i	1.91
O=C(c1ccc(Cl)s1)N(Cc1nnc(-c2ccccc2Cl)o1)C1CC1	i	1.76
Cc1ccc(NC(=S)N(CCN(C)C)Cc2cccs2)cc1C	i	-2.32
O=C(Nc1ccc(Cc2ccncc2)cc1)c1cccs1	i	-2
O=C(NN1CCOCC1)c1ccc(Br)s1	i	0.49
Cc1sc2nc(SCCO)n(-c3ccccc3)c(=O)c2c1C	i	0.05
CN(CC(=O)Nc1ccc(F)cc1)C(=O)COC(=O)/C=C/c1cccs1	i	-0.69
CCOC(=O)C1=C(C)NC(c2cccs2)C(=O)N1 (stereo unspecified)	i	0.03
CC(/C=N/NC(=O)Cc1cccs1)=C\c1ccccc1	i	-0.36

Outcome played no part in choosing rows (roughly 1.9% active in at least one column).
